# JMJD2C inh: human JMJD2C demethylase inhibition; GST-JMJD2C(1-420) H3K9me3 demethylation, DELFIA europium; 330,000 compounds, 0.069% hits; inhibition, % at 2.35 µM; Q9H3R0;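 active = more than half of a compound's replicate wells show inhibition beyond 50%, single wells judged on their own value; inconclusive = some, but no more than half, of replicates pass 50% inhibition; inactive = no replicate passes 50% inhibition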;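 also: signal counts dimethyl H3K9 product captured on neutravidin plate; 0% = median of DMSO wells and 100% = 0.3 times that DMSO median; strong numbers were not always called active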
# Target sequence (Q9H3R0 1-420 limits assumed): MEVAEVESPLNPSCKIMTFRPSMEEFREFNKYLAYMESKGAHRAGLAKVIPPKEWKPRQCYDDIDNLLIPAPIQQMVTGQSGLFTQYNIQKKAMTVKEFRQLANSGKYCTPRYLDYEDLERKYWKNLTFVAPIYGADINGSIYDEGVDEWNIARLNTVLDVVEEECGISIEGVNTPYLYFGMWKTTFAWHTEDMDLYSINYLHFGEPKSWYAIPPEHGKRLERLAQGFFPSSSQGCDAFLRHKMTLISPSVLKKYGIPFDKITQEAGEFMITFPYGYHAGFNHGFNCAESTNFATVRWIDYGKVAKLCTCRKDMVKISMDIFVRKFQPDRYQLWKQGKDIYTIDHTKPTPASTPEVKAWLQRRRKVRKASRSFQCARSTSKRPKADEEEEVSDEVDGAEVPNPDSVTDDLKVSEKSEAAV
# RPL19A-GFP yeast: alters RPL19A-GFP fluorescence in TOR pathway yeast screen; 330,000 compounds, 0.3% hits; percent response vs DMSO, % at 10 µM; S. cerevisiae RPL19A-GFP strain, flow cytometry, 3 h; hits give low values;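 active = percent response vs DMSO below 50%; inconclusive = fewer than 70 events counted for the yeast strain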;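 also: median channel GFP fluorescence of the barcoded RPL19A-GFP strain; ratio of sample median GFP to plate DMSO average so 100% = DMSO; lower means less RPL19A-GFP as with rapamycin TOR inhibition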
# AGP1 TOR yeast: alters AGP1-GFP fluorescence in TOR pathway yeast screen; S. cerevisiae AGP1-GFP multiplex flow cytometry, 3 h; GFP as percent of DMSO wells; GFP response vs DMSO, % at 10 µM; 320,000 compounds, 0.02% hits; AID 2066;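 active = GFP response relative to DMSO above a set limit, near screen average plus 3 SD, cut at about 150% in these data; inconclusive = fewer than 70 cells counted for the yeast strain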;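 also: median GFP channel fluorescence of the gated AGP1 strain per well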
# LAP4-GFP MLPCN: alters LAP4-GFP fluorescence in TOR pathway yeast screen; GFP response vs DMSO, % at 10 µM; S. cerevisiae LAP4-GFP multiplex, flow cytometry GFP, 3 h; median GFP as percent of DMSO wells; 320,000 compounds, 0.34% hits;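 active = GFP response vs DMSO above a set limit, about the screen mean plus 3 SD, cut at about 150% in these data; inconclusive = under 70 cell events counted for the yeast strain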
# VLA-4 inh: inhibition in a human VLA-4 binding assay | VLA-4 expressing cells, ligand binding flow cytometry | P13612 | inhibition, % (about 7 µM as worked out from the volumes in the protocol) | 330,000 compounds, 0.2% hits; in the data active = inhibition above about 50%
# GRK2 aptamer HTS: inhibitors of human GRK2 displacing RNA aptamer; inhibition of aptamer binding, % at 10 µM; AID 488847; bead flow cytometry, FAM-aptamer displacement from GRK2; P25098; 330,000 compounds, 0.59% hits;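 active = inhibition of aptamer binding above 40%, roughly 3 SD of noise, on plates passing a quality check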;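 also: median bead fluorescence of bound FAM aptamer so fluorescent compounds give negative values; no value below 0 was filed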
# Target sequence (P25098 whole entry, looked up): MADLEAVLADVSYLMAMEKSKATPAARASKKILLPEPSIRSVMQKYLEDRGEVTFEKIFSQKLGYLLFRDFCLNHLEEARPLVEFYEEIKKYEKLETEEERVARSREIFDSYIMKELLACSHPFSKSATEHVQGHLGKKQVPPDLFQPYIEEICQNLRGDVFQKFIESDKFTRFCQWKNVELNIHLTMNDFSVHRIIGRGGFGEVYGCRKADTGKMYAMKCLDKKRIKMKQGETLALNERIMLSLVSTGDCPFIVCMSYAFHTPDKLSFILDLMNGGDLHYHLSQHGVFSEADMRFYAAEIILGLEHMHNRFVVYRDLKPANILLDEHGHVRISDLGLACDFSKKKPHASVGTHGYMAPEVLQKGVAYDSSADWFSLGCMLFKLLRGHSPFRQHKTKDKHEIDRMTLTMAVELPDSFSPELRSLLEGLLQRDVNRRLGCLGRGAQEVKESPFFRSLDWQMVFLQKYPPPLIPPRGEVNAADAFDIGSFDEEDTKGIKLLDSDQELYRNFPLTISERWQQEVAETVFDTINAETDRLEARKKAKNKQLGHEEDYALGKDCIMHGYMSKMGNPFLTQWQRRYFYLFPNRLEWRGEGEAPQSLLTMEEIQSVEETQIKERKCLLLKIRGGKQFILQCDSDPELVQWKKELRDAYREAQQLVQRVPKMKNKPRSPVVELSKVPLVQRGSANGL
# CIT2-GFP yeast: modulators of TOR pathway CIT2-GFP in S. cerevisiae; 320,000 compounds, 0.065% hits; GFP response vs DMSO, % at 10 µM; S. cerevisiae CIT2-GFP strain, flow cytometry, 3 h; 100 means same as DMSO wells;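 active = GFP response relative to DMSO above a set limit, near the screen mean plus 3 SD, cut at about 150% in these data; inconclusive = Fewer than 70 cells measured for a yeast strain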;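 also: ratio of well median GFP fluorescence to mean of DMSO wells on the plate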
# MEP2-GFP yeast: alters MEP2-GFP fluorescence in TOR pathway yeast screen; S. cerevisiae MEP2-GFP strain, flow cytometry GFP, 3 h; 100% = DMSO control level; GFP response vs DMSO, % at 10 µM; 330,000 compounds, 0.51% hits; AID 2016;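 active = GFP response versus DMSO above a set limit, roughly screen mean plus 3 SD, cut at about 180% in these data; inconclusive = fewer than 70 cells counted for a yeast strain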;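 also: median GFP fluorescence of the barcode-gated MEP2-GFP cells per well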
# * = called active by the depositor; ? = inconclusive; / = no result given; [ ] = remark or other dose. Some of the compounds tested; the hit share may differ from the screen's.
1: Cc1ccc(OCCSC2=NN2c2cc(C)nc(N)n2)cc1
2: Fc1ccc(CCNCc2ccc(Cl)c(Cl)c2)cc1
3: C[C@]12CCC(OC(=O)CCC(=O)O)CC1=CCC1C2CC[C@]2(C)C(=O)CCC12 (some centres not stated)
4: C#CC1(O)C=CC2C3CCC4=CC(=O)CCC4C3CCC21CC (configuration not stated)
5: COc1ccc(-n2c(O)c(C(C)=NCCc3c[nH]c4ccccc34)c(=O)[nH]c2=O)cc1
6: CC(=O)NC(=O)NC(C)Cc1ccccc1 (configuration not stated)
7: CCC1(CCc2ccncc2)C(=O)NC(=O)NC1=O
8: COC(=O)C1=C(c2ccc(Cl)c(C(F)(F)F)c2)C[C@@H]2CC[C@H]1N2C(=O)NCc1cc(C)oc1C(F)(F)F
compound no.	1	2	3	4	5	6	7	8
LAP4-GFP MLPCN	99	102	134	112	99	85	107	104
CIT2-GFP yeast	103	96	75	99	93	94	91	96
RPL19A-GFP yeast	100	94	95	103	95	99	103	94
VLA-4 inh	28	16	27	14	4	0	-1	26
AGP1 TOR yeast	102	100	99	92	99	89	102	102
JMJD2C inh	-8	-1	20	3	9	-5	-5	/
MEP2-GFP yeast	101	98	94	97	93	90	99	94
GRK2 aptamer HTS	3	0	0	1	0	1	0	3

9: O=c1ccc2cc(O[C@@H]3O[C@@H](CO)[C@H](O)[C@@H](O)[C@@H]3O)c(O)cc2o1
10: CSCCC(NC(=O)CCC(=O)OC1CC[C@H]2[C@@H]3CC[C@H]4CC(=O)CC[C@]4(C)[C@H]3CC[C@]12C)C(=O)O (some centres not stated)
11: OC(c1ccccc1)(c1ccccc1)C1CCCN1 (configuration not stated)
12: CCc1ccc(N2C(=O)NC(=O)/C(=C/c3cccn3CCOc3ccc(C)cc3)C2=O)cc1
13: CCCCn1c(=O)c(C(=O)NC(C)c2ccccc2)c(O)c2ccccc21 (configuration not stated)
14: COC(=O)C1=C(c2ccc(F)cc2F)C[C@@H]2CC[C@H]1N2C(=O)NC(C)C
15: COc1ccc2nc(/N=C/c3c(O)n(-c4cccc(Cl)c4)c(=O)[nH]c3=O)sc2c1
16: Cc1ccc(-c2nc3ccccc3c(=O)n2-c2cc(C)ccn2)cc1
compound no.	9	10	11	12	13	14	15	16
LAP4-GFP MLPCN	121[may fluoresce violet]	126	95	87	93	104	96	98
CIT2-GFP yeast	?	82	104	95	96	102	99	99
RPL19A-GFP yeast	34*[may fluoresce violet]	98	98	100	103	96	104	94
VLA-4 inh	10	2	2	13	14	-2	11	-9
AGP1 TOR yeast	?	89	101	67	102	98	103	101
JMJD2C inh	-12	-1	1	2	-12	-1	2	0
MEP2-GFP yeast	840*[may fluoresce violet]	108	99	101	101	107	104	101
GRK2 aptamer HTS	9	0	1	5	2	1	0	4

17: CCC/C(=N\O)c1c[nH]c2ccccc12
18: COc1ccc2c(CCN)c[nH]c2c1
19: CN1CCN(c2c(F)cc([N+](=O)[O-])c(N)c2Br)CC1
20: CCOc1ccc(CC2(CCc3ccncc3)C(=O)NC(=O)NC2=O)cc1
21: O=C(NC1CONC1=O)OCC(Cl)(Cl)Cl (configuration not stated)
22: O=C(/C=C/c1c[nH]c2ccccc12)c1c(O)n(CCc2ccccc2)c(=O)[nH]c1=O
23: O=P(Nc1ccccc1)(Nc1ccccc1)Oc1ccccc1
24: COc1cc(CC2(CCc3ccncc3)C(=O)N(C)C(=O)N(C)C2=O)cc(OC)c1OC
compound no.	17	18	19	20	21	22	23	24
LAP4-GFP MLPCN	103	102	107	98	105	/	94	99
CIT2-GFP yeast	94	106	102	99	95	/	102	100
RPL19A-GFP yeast	98	95	100	95	105	102	103	99
VLA-4 inh	-2	-2	3	5	4	-295	8	3
AGP1 TOR yeast	105	31	103	100	100	/	102	99
JMJD2C inh	3	-1	10	-1	-15	-33	-1	-1
MEP2-GFP yeast	100	110	106	101	106	113	104	95
GRK2 aptamer HTS	1	0	4	0	0	3	0	0

25: COC(=O)C1=C(c2ccccc2OCc2ccccc2)C[C@@H]2CC[C@H]1N2C(=O)NCc1ccc(C(C)(C)C)cc1
26: CCN(CC)C(=O)c1ccc(NC(=O)c2ccc(-c3nn(C)c(=O)c4ccccc34)cc2)cc1
27: Cc1ccc(N(C)C(=O)Oc2cccc3cccnc23)cc1
28: COC(=O)C(O)(c1ccc(NC(=O)c2ccco2)c(OC)c1)C(F)(F)F (configuration not stated)
29: CN1CCCN(C(=O)COc2ccc(F)cc2Cl)CC1
30: O=C(Oc1ccc([N+](=O)[O-])cc1)N1CCC(N2CCCCC2)CC1
31: CC(Cc1ccccc1)NC(=O)Cc1ccc(N(C)C)cc1 (configuration not stated)
32: [N-]=[N+]=NCc1cn2cccnc2n1
compound no.	25	26	27	28	29	30	31	32
LAP4-GFP MLPCN	102	98	107	95	92	121	91	106
CIT2-GFP yeast	107	98	89	91	92	91	102	100
RPL19A-GFP yeast	95	96	96	101	102	91	100	99
VLA-4 inh	-4	4	8	6	-3	5	11	11
AGP1 TOR yeast	94	98	96	89	92	84	98	101
JMJD2C inh	-4	-5	6	21	-14	-4	14	98
MEP2-GFP yeast	89	99	96	95	100	82	93	98
GRK2 aptamer HTS	12	0	0	1	0	0	1	1

33: CC(C)(C)n1cccc1/C=C1\C(=O)NC(=O)N(c2ccccc2)C1=O
34: CCc1c(-c2ccccc2)nc2ccccc2c1C(=O)N1CCC2(CC1)OCCO2
35: CCC(=O)O[C@@H]1[C@@H](OC(C)=O)[C@@]2(O)C(C[C@H](O)C2(C)C)[C@](C)(O)[C@H]2CC[C@@H]3[C@@H](O)[C@]12C[C@@]3(C)O (some centres not stated)
36: C=C1N2CCC(CC2)C1(O)c1ccccc1C (configuration not stated)
37: COc1ccc(CNC(=O)/C=C/c2ccc3[nH]cc(CCN(C)C)c3c2)cc1
38: CC[C@@]1(O)C(=O)OCc2c1cc1n(c2=O)Cc2cc3c(NC(=O)CN)cccc3nc2-1
39: CC(C)N1OC2CC1c1nc3ccccc3n1C2 (configuration not stated)
40: CO[C@H]1[C@@H](OC)CC(OC2OC(CO)C(O)C(O)C2O)/C(=C\C#N)[C@@H]1O (some centres not stated)
compound no.	33	34	35	36	37	38	39	40
LAP4-GFP MLPCN	91	110	105	100	126	98	131	105
CIT2-GFP yeast	104	100	86	98	81	104	99	92
RPL19A-GFP yeast	98	102	102	97	99	101	100	107
VLA-4 inh	-5	11	0	14	29	11	18	30
AGP1 TOR yeast	102	102	95	96	87	97	90	96
JMJD2C inh	0	-17	8	-3	-17	3	-2	17
MEP2-GFP yeast	91	100	91	104	98	105	97	94
GRK2 aptamer HTS	0	5	2	3	0	0	0	1

41: CC1(C)CC(n2[nH]c(=O)c3c2NC(=O)CSC3c2ccccc2)CCO1 (configuration not stated)
42: CCOc1ccc(C2SCC(=O)Nc3c2c(C)nn3C2CCOC(C)(C)C2)cc1 (configuration not stated)
43: COc1ccc(-n2c(-c3ccccc3Br)nc3ccccc3c2=O)cc1
44: COc1ccc2[nH]c3c(c2c1)CCN=C3C
45: Cn1c(O)c(Cc2ccc(OCc3ccccc3)cc2)c(=O)n(C)c1=O
46: Cc1nn(Cc2ccccc2)c(C)c1C(=O)OCC(=O)Nc1ccccc1SCC#N
47: Cn1cc(C(=O)OCC(=O)NC2CCCC2)c2ccccc21
48: Cc1onc(-c2c(Cl)cccc2Cl)c1C(=O)Nc1ccc2c(C(F)(F)F)cc(=O)oc2c1
compound no.	41	42	43	44	45	46	47	48
LAP4-GFP MLPCN	103	101	87	96	104	109	106	112
CIT2-GFP yeast	97	95	93	98	99	107	90	102
RPL19A-GFP yeast	93	96	98	101	108	102	97	102
VLA-4 inh	6	-1	4	22	8	-231	0	-8
AGP1 TOR yeast	102	98	88	96	99	104	95	114
JMJD2C inh	0	1	-1	/	-1	-7	-1	3
MEP2-GFP yeast	99	106	100	97	113	107	98	114
GRK2 aptamer HTS	0	12	2	3	3	3	1	0

# Gathered by group: those above with a Cl atom
2: Fc1ccc(CCNCc2ccc(Cl)c(Cl)c2)cc1
8: COC(=O)C1=C(c2ccc(Cl)c(C(F)(F)F)c2)C[C@@H]2CC[C@H]1N2C(=O)NCc1cc(C)oc1C(F)(F)F
15: COc1ccc2nc(/N=C/c3c(O)n(-c4cccc(Cl)c4)c(=O)[nH]c3=O)sc2c1
21: O=C(NC1CONC1=O)OCC(Cl)(Cl)Cl (configuration not stated)
29: CN1CCCN(C(=O)COc2ccc(F)cc2Cl)CC1
48: Cc1onc(-c2c(Cl)cccc2Cl)c1C(=O)Nc1ccc2c(C(F)(F)F)cc(=O)oc2c1
compound no.	2	8	15	21	29	48
LAP4-GFP MLPCN	102	104	96	105	92	112
CIT2-GFP yeast	96	96	99	95	92	102
RPL19A-GFP yeast	94	94	104	105	102	102
VLA-4 inh	16	26	11	4	-3	-8
AGP1 TOR yeast	100	102	103	100	92	114
JMJD2C inh	-1	/	2	-15	-14	3
MEP2-GFP yeast	98	94	104	106	100	114
GRK2 aptamer HTS	0	3	0	0	0	0

# The list continues:
49: CCOC(=O)C(NC(=O)CC)(Nc1ccc(C(O)(C(=O)OCC)C(F)(F)F)cc1C)C(F)(F)F (configuration not stated)
50: CC[N+](C)(CC)CCCOC(=O)C(O)(c1ccccc1)C1CCCCC1 (configuration not stated)
51: CCC(=NCc1cccnc1)c1c(O)n(Cc2ccccc2)c(=O)[nH]c1=O
52: CNC(=O)c1cccn(Cc2cc(C(F)(F)F)cc(C(F)(F)F)c2)c1=O
53: Cc1cccc(OP(N)(N)=O)c1C
54: CCNCC1(c2ccc(OC)c(OC)c2)CCCC1
55: CCCCN(Cc1ccccc1)C1CCN(CCc2ccccc2)CC1
56: Fc1cccc(C2NCc3ccccc3-n3cccc32)c1 (configuration not stated)
compound no.	49	50	51	52	53	54	55	56
LAP4-GFP MLPCN	88	92	105	97	101	106	89	98
CIT2-GFP yeast	106	107	92	101	96	103	83	117
RPL19A-GFP yeast	98	99	105	101	95	102	101	108
VLA-4 inh	28	31	0	-9	2	18	19	10
AGP1 TOR yeast	103	105	101	94	101	108	91	104
JMJD2C inh	-2	-10	/	-7	1	4	-21	-2
MEP2-GFP yeast	100	96	98	95	97	96	99	107
GRK2 aptamer HTS	1	0	0	0	0	3	0	0

57: Cc1ccc2c(CN3CC=C(c4ccccc4)CC3)cc(=O)oc2c1C
58: CCCCCCC(=O)c1c(O)n(-c2ccccc2OC)c(=O)[nH]c1=O
59: CCOP(=O)(OCC)C(NC(=O)c1ccc(C)cc1)C(Cl)(Cl)Cl (configuration not stated)
60: N/C(=N\[N+](=O)[O-])N1CCN(C(=O)c2ccccc2)CC1
61: O=c1[nH]c(O)c(/C=C2\C=NN=C2c2ccccc2)c(=O)[nH]1
62: COC(=O)C1=C(c2ccc(F)cc2OCc2ccccc2)C[C@@H]2CC[C@H]1N2C(=O)NC(C)C
63: COC(=O)C1=C(c2ccc(C(C)=O)cc2)C[C@@H]2CC[C@H]1N2C(=O)N1CCC(C)CC1
64: CCN(CC)c1ccc(C=C2C(=O)N(C)C(=S)N(C)C2=O)o1
65: COCc1ccc(CN2CCCC(C(=O)c3sccc3C)C2)o1 (configuration not stated)
compound no.	57	58	59	60	61	62	63	64	65
LAP4-GFP MLPCN	105	97	94	108	109	102	98	96	109
CIT2-GFP yeast	92	98	98	110	108	107	97	96	104
RPL19A-GFP yeast	98	102	100	96	102	97	94	95	95
VLA-4 inh	11	0	14	5	12	-1	-7	0	7
AGP1 TOR yeast	96	102	96	110	/	102	96	97	104
JMJD2C inh	6	-4	-2	35	1	-2	7	7	25
MEP2-GFP yeast	96	96	98	105	103	96	94	103	107
GRK2 aptamer HTS	2	2	0	2	0	3	0	0	4

# Screening results (PubChem)
